Assay outcomes (PubChem BioAssay)
ABHD5-PLIN5 inh: ABHD5-PLIN5 protein interaction inhibition. Q00G26+Q8WTS1. Split G. princeps luciferase complementation, luminescence, 4 h. inhibition, % at 4 µM. 360,000 compounds, 0.78% hits;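 active = inhibition above the mean inhibition across every tested compound plus 3 SD, cut at about 22% in these data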;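 also: 0% = DMSO only wells and the 100% control is not disclosed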
N-glyco inh: N-linked glycosylation inhibition; D54 ERlucT glycosylation luciferase reporter, 24 h; percent of 100 nM tunicamycin response; reporter increase, % at 12.5 µM; 360,000 compounds, 0.23% hits;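 active = mean luciferase reporter signal, scaled so untreated is 0 and the glycosylation-blocking control 100, at or above a set limit in every replicate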;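 also: luciferase carries N-glycosylation sites so blocking glycosylation raises the light; 0% = median of neutral control wells and 100% = median of 100 nM tunicamycin wells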
MC4R barr agon: human MC4R agonism via beta-arrestin. U2OS MC4R beta-arrestin complementation, luminescence; percent of melanotan II response, DMSO zero. activation, % at 8.9 µM. 360,000 compounds, 0.98% hits. AID 540308;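 active = activation above a per-plate cutoff, the mean activation of sample wells on that plate plus 3 SD, cut at about 8% in these data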
ABCB6 inh 2: blocks the human ABCB6 transporter; fluorescence ratio to DMSO, % at 10 µM; K562-ABCB6 porphyrin accumulation, flow cytometry, 1 h; active compounds read low; 360,000 compounds, 0.19% hits; Q9NP58;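 active = fluorescence ratio to DMSO below 75%, the collection mean minus 3 SD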;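 also: signal is porphyrin accumulated inside mitochondria; 100% equals median channel fluorescence of DMSO control wells; lower ratio means ABCB6 inhibition with less porphyrin fluorescence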
Granule exo inh: lytic granule exocytosis inhibition; TALL-104 LAMP-1 surface exposure, flow cytometry; cells stimulated with thapsigargin and PMA; inhibition, % at 10 µM; 360,000 compounds, 0.66% hits;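 active = inhibition above about 55%, limit read from the data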
MC4R antagonist: antagonists of human melanocortin 4 receptor (MC4R); P32245; MC4R-expressing cells, MTII-stimulated cAMP, LANCE TR-FRET; inhibition, % at 6.5 µM; 360,000 compounds, 0.48% hits; AID 540295;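 active = inhibition above its plate's cutoff, the mean of tested wells on that plate plus 3 SD, cut at about 29% in these data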;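 also: 0% = Melanotan II alone and 100% = Melanotan II plus saturating MCL0020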
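System: U2OS-MC4R stable cell line; Technique: Eu-cAMP/anti-cAMP TR-FRET, emission 671 nm; Repeats: single well per compound; Also added: Melanotan II; Dosing: one concentration, 6.5 µM nominal; Schedule: 30-min compound, 1-h challenge, 1-h detection, room temperature.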
m5-HT2A agonist: agonists of mouse serotonin 5-HT2A receptor (HTR2A); P35363; CHO-K1 mHTR2A beta-arrestin complementation, luminescence; percent of 30 µM serotonin response; activation, % at 7.6 µM; 360,000 compounds, 0.66% hits;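 active = activation above a run cutoff, the mean activation of all tested compounds plus 3 SD, cut at about 14% in these data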;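 also: 0% = plate median of compound wells and 100% = 30 µM serotonin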
Target sequence (P35363 whole entry, looked up): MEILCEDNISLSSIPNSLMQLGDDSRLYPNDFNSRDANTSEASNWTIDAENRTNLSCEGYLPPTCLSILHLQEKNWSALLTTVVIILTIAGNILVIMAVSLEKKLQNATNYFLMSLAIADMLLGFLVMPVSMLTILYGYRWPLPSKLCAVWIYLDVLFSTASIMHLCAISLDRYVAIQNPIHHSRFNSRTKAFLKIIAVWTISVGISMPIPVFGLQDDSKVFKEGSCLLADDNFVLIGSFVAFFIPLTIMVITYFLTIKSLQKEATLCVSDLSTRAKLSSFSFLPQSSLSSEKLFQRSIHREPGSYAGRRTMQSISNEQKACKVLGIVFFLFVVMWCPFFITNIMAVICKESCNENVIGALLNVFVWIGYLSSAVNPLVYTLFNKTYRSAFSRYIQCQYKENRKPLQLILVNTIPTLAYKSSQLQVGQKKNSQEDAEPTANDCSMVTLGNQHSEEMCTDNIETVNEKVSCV
H9c2 protect: modulators protecting cardiomyocytes from myocardial damage. AID 588492. H9c2 cardiomyocytes, H2O2 injury protection, ATPLite, 2 h. protection from H2O2 cell death, % at 20 µM. 360,000 compounds, 0.63% hits;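 active = compounds giving at least 50% protection of heart cells from peroxide-induced death in the single-dose screen, raw or plate-pattern-corrected value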;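 also: 0% = DMSO wells with peroxide and 100% = DMSO wells without peroxide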
CaV13 ICDI inh: Disruptors of the CACNA1D IQ motif to Ca2+-dependent inactivation inhibitor domain association, primary screening, Förster resonance energy transfer in intact living …; HEK cells, CFP/YFP FRET ICDI-IQ, plate reader, 10 min; percent FRET-ratio fall versus neutral wells; inhibition, % at 12.3 µM; 340,000 compounds, 0.098% hits; AID 743397;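 active = mean replicate inhibition of at least 30% and at least 1% of replicates passing that level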;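 also: 0% = median of the neutral control wells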
PDI turbidity: blocks human protein disulfide isomerase activity; P07237; PDI insulin aggregation turbidity, A650, 90 min; inhibition, % at 10 µM; 350,000 compounds, 0.052% hits; AID 588391;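 active = mean inhibition across replicates of 30% or more, whatever share of single replicates reach that level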;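 also: absorbance from insulin aggregation driven by PDI reduction with DTT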
Target sequence (P07237 whole entry, looked up): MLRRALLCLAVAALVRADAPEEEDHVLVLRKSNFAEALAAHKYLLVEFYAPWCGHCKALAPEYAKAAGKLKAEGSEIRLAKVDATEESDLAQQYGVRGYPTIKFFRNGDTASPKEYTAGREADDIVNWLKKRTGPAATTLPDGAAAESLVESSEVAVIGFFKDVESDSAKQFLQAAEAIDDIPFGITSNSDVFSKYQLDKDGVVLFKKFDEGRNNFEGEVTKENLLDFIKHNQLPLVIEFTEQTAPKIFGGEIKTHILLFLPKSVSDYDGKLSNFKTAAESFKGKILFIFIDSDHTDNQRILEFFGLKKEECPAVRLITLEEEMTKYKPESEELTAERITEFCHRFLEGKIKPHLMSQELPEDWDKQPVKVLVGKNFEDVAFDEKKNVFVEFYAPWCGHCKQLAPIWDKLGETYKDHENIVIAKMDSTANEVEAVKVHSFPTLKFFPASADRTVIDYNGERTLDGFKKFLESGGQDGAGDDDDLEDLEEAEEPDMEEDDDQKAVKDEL
Starred values were filed as active, the others as inactive; x = no result given.

SMILES	ABHD5-PLIN5 inh	N-glyco inh	MC4R barr agon	ABCB6 inh 2	Granule exo inh	MC4R antagonist	m5-HT2A agonist	H9c2 protect	CaV13 ICDI inh	PDI turbidity
CCN(C[C@H]1N[C@@](CC)(C(=O)OC)[C@H]2C(=O)N(Cc3ccccc3)C(=O)[C@@H]12)S(=O)(=O)c1ccc(OC)cc1	-11	-1	2.4	108	-2	-9	1	18	-5	-2
Cc1ccc(-c2nnc(SCC#CCOC(=O)c3cccs3)o2)cc1	-5	3	3.2	91	0	14	-2	-6	-5	13
O=S(=O)(Cc1noc(-c2ccc(Cl)cc2)n1)Cc1ccco1	6	0	0.8	99	3	4	4	-3	1	1
Cn1c(C(=O)NN)cc2cc(OCc3ccccc3)ccc21	-1	-1	0.6	98	2	10	-5	13	-17	2
CCC(C)[C@H](NC(=O)c1cn(CC)c2cc3c(cc2c1=O)OCO3)C(=O)NCCCn1ccnc1 (some centres undefined)	-2	2	-1.0	96	3	17	-4	-7	-3	8
CCOC1=C2[C@@H](CN(S(=O)(=O)c3ccc(C)cc3)[C@H]2c2ccccc2F)[C@H]2C(=O)N(C3CCCCC3)C(=O)[C@H]2C1	-1	-8	x	94	0	x	5	-3	-6	x
O=C(O)c1ccc(Cl)c(S(=O)(=O)N(Cc2ccccc2)c2ccccc2)c1	7	-1	-2.6	97	63*	-4	1	6	-19	0
CCN1CCN(CC(=O)N2N=C(c3ccc(OC)cc3)CC2c2ccc(OC)cc2)C(=O)C1=O (centres undefined)	5	-1	-2.4	93	-1	-4	3	4	-6	-9
C=CCc1cc(Cl)ccc1OCCCNCCO	4	1	-0.7	89	0	6	-3	7	-5	9
CCOC(=O)Nc1ccc2c(c1)N(C(=O)CN)c1ccccc1CC2	7	0	0.2	97	0	2	-5	2	-9	-2
Nc1cc2c(cc1Cl)-c1ccccc1C2=NO	6	-2	-0.8	91	-3	8	1	-10	-10	-13
COc1ccccc1Nc1nc(N)nc(CSc2nnc(C)s2)n1	2	x	-1.1	92	0	1	0	8	-5	-4
O=C(CN1CCN(C(=S)NC2CCCC2)CC1)Nc1ccc(Oc2ccccc2)cc1	-4	15	0.2	97	-2	12	-2	-11	-6	-1
CNc1ncnc2c1ncn2-c1ccccc1	-3	2	-2.4	96	-2	4	-1	-4	-5	9
COc1ccc(CCC(=O)NNC(=O)Nc2ccc(OC)c(OC)c2)cc1	-1	0	0.4	101	4	6	8	4	-8	0
NS(=O)(=O)c1ccc(NC(=O)c2ccc(S(=O)(=O)N3CCCCC3)cc2)cc1	3	0	-1.4	99	5	15	5	1	-2	0
O=C(CCN1C(=O)C2C3C=CC(C3)C2C1=O)N1CCN(c2cccc(Cl)c2)CC1 (centres undefined)	11	-1	-2.1	94	0	-1	-2	-4	-3	2
Cc1ccc(C(=O)N/N=C/C=C/c2ccccc2)cc1	0	-1	-1.5	105	-1	6	-2	4	-5	-8
CCCCc1nc(NCCNC(=O)c2ccccc2)c(C#N)c2c1CSC(C)(C)C2	8	-5	1.1	106	3	27	-2	6	-5	0
O=C(Cc1ccc(F)cc1)Nc1cc(S(=O)(=O)N2CCOCC2)ccc1N1CCCCC1	-3	-1	-1.4	96	-6	7	-5	0	-3	-7
CCN(CC(=O)Nc1ccc(NC(C)=O)cc1)C(=O)CCCc1nc2ccccc2c(=O)[nH]1	8	1	-0.8	99	2	0	1	11	-4	7
CN(C)c1nc(N)nc(CSc2nnnn2-c2ccc(F)cc2)n1	-7	1	-0.3	99	13	6	1	-1	-7	-1
Cc1cccc(C)c1-n1nnnc1SCc1nc(N)nc(N(C)C)n1	-4	3	-0.1	97	-1	-1	1	-2	-6	-7
O=S(=O)(c1ccc2ccccc2c1)n1cnc2ccccc21	4	1	-0.7	114	3	3	-2	-3	x	-2
COc1ccc(Cl)cc1NC(=O)c1cnc2sccn2c1=O	8	6	-2.7	106	6	17	0	1	-7	-13
CCCOc1ccc(C(=O)Nc2ccc(NC(=O)c3cccs3)cc2)cc1	8	1	-1.3	94	1	-8	-6	-2	-2	-7
CN1CCN(C(=O)c2ccccc2N(Cc2ccccc2)S(C)(=O)=O)CC1	-1	1	1.7	96	0	16	3	12	-5	-10
C[C@@H]1CN([C@H](C)CO)C(=O)CCCn2nncc2CO[C@H]1CN(C)C(=O)c1ccccc1	0	1	-0.9	106	-2	9	4	-4	-6	2
O=C(NCCc1ccccc1)C1COc2ccccc2O1 (centres undefined)	3	-2	-0.2	101	0	16	0	4	-4	-6
CC(C)Cc1nnc(NC(=O)Cc2ccccc2[N+](=O)[O-])s1	-1	4	-0.1	99	0	5	1	0	-5	9
CN(CC(=O)Nc1ccccc1Br)C(=O)c1cccn1C	-3	1	-0.7	99	-4	8	11	4	-3	-1
Cc1cnc(C(=O)OCC(=O)N(CC(C)C)C2CCS(=O)(=O)C2)cn1 (centres undefined)	-1	0	3.6	95	4	10	-6	6	-3	-3
Nn1cnnc1SC1CCCCC1NS(=O)(=O)c1ccccc1 (centres undefined)	13	1	1.5	101	-2	0	7	-4	-2	-1
Cn1c(=O)oc2cc(S(=O)(=O)N3CCC(N4CCCCC4)CC3)ccc21	1	-2	1.4	97	-2	-1	8	-3	x	x
COc1ccc(-n2c(CN3CCC(C(N)=O)CC3)nc3ccc([N+](=O)[O-])cc3c2=O)c(OC)c1	-4	-1	-0.3	100	-3	25	7	4	2	8
COc1cccc2cc3c(=O)oc4ccccc4c3nc12	-1	3	0.0	102	-3	-4	0	-18	x	-7
CC1CCCC(NC(=O)C2CCN(S(=O)(=O)c3cccc4nonc34)CC2)C1C (centres undefined)	-4	-3	-2.4	86	-10	8	7	-2	-3	12
COc1ccc(N2CCN(C(CNC(=O)c3cccs3)c3ccco3)CC2)cc1 (centres undefined)	-1	0	-0.2	96	5	-5	-3	-6	-5	8
Cc1ccc(CN2CCN(Cc3ccc(-n4cccn4)cc3)CC2CCO)cc1 (centres undefined)	-3	-1	-0.2	102	18	-2	0	0	-7	7
O=C(N=Nc1c(O)[nH]c2ccc(Br)cc12)c1cc(-c2cccs2)nc2ccccc12	0	20	-1.3	94	-4	24	-3	-21	-2	0
COc1ccc(N(C(C)C(=O)Nc2ccc(S(=O)(=O)N3CCCCC3)cc2)S(C)(=O)=O)cc1 (centres undefined)	-3	-3	2.7	102	21	-5	-6	-4	-7	-3
COc1ccccc1NC(=O)COc1ccc(/C=N/NS(=O)(=O)c2ccc(C)cc2)cc1	-2	-3	-1.5	101	0	12	-3	-6	x	7
CCN1CCN(CCCNC(=O)CS(=O)(=O)Cc2nc(-c3cccc(OC)c3)oc2C)CC1	-3	0	0.7	102	-2	7	-6	2	-2	-3
CCOc1ccccc1NC(=O)c1cc(Cl)ccc1NC(=O)c1ccco1	5	0	-0.7	91	0	4	10	6	-6	11
N#C/C(=C(\O)C(F)(F)F)c1nnc2n1CCCCC2	5	1	-3.9	95	1	-3	2	1	-2	7
O=S(=O)(c1ccc(Cl)s1)N1CCN(Cc2ccccc2)CC1	-4	-1	1.7	94	1	17	-4	-15	-1	-4
O=C(NC1CCCC1)C(c1ccc(F)cc1)N(C(=O)Cc1cccs1)c1ccc2c(c1)OCCO2 (centres undefined)	5	-1	-1.0	97	0	14	3	-4	-5	6
O=C(Nc1ccccc1N1CCN(C(=O)c2ccc(Cl)cc2)CC1)c1cccc(F)c1	0	0	0.0	103	1	-1	4	-2	-5	11
COc1ccc(OC)c(CN2CCC(CO)(CCOc3ccccc3)CC2)c1	3	-2	1.7	83	1	6	-2	8	-3	1
COc1ccc(-c2cc3cc(-c4cc(OC)c(OC)c(OC)c4)ccc3o2)cc1	8	1	-0.7	96	25	0	7	-2	-4	-1
CC(Sc1nnc2ccccn12)C(=O)N1CCc2ccccc2C1 (centres undefined)	3	1	0.8	99	2	-7	2	9	x	0
Cc1cccc(N2CCN(S(=O)(=O)c3cn(C)cn3)CC2)c1C	11	3	0.8	95	1	3	-1	1	-4	2
O=C(NC1CCN(C(=O)Nc2ccc(F)cc2)CC1)c1ccc(F)cc1	0	1	-1.6	95	-1	3	-8	7	-4	-9
CCCCc1ccc(NC(=O)C2CCCC2)cc1	-6	-1	2.7	105	0	-2	-5	-7	-5	-1
C[C@H](CO)N1C[C@H](C)[C@@H](CN(C)S(=O)(=O)c2ccc(Oc3ccccc3)nc2)OCc2cnnn2CCCC1=O	13	-1	0.0	96	-8	11	-1	10	-3	-1
CCOC(CNC(=O)c1ccc(N2CCc3ccccc32)c([N+](=O)[O-])c1)OCC	3	-1	-3.6	95	-2	-6	4	-26	-6	5
NC(Cc1ccc(C(F)(F)F)cc1)c1csc(Nc2cc(Oc3ccccc3)ncn2)n1 (centres undefined)	-5	-8	5.3	96	19	7	10	-12	-6	-48
CC1CCN(CCC(=O)Nc2nccs2)CC1	3	0	-1.3	97	1	8	2	-2	-12	1
CC(C)(C)C1CCC(C(=O)Nc2nccs2)CC1 (centres undefined)	-3	-4	4.3	96	-2	3	3	4	-20	-3
Cc1ccccc1-n1c(SCC(=O)N2CCN(c3ccccn3)CC2)nnc1N1CCOCC1	0	1	-0.5	101	-1	-2	3	-2	-6	-9

3 compounds from above, sorted by number of heavy atoms, lowest first.
SMILES	ABHD5-PLIN5 inh	N-glyco inh	MC4R barr agon	ABCB6 inh 2	Granule exo inh	MC4R antagonist	m5-HT2A agonist	H9c2 protect	CaV13 ICDI inh	PDI turbidity
CCOc1ccccc1NC(=O)c1cc(Cl)ccc1NC(=O)c1ccco1	5	0	-0.7	91	0	4	10	6	-6	11
COc1ccc(OC)c(CN2CCC(CO)(CCOc3ccccc3)CC2)c1	3	-2	1.7	83	1	6	-2	8	-3	1
O=C(Nc1ccccc1N1CCN(C(=O)c2ccc(Cl)cc2)CC1)c1cccc(F)c1	0	0	0.0	103	1	-1	4	-2	-5	11

Next section
SMILES	ABHD5-PLIN5 inh	N-glyco inh	MC4R barr agon	ABCB6 inh 2	Granule exo inh	MC4R antagonist	m5-HT2A agonist	H9c2 protect	CaV13 ICDI inh	PDI turbidity
COc1ccccc1NC(=O)NC(N)=O	-2	0	3.3	101	3	8	-4	9	-5	-5
CC(C)c1ccc(CNc2c([N+](=O)[O-])c(=O)oc3ccccc23)cc1	-9	-2	6.5	96	-2	-1	-2	-21	-4	21
Cn1cccc1CC(=O)NNC(=O)Nc1cccc(Cl)c1	2	-2	0.2	104	-4	5	2	1	-6	-5
NC(=NCCc1ccccc1)c1cccc([N+](=O)[O-])c1	4	5	-1.0	95	-4	4	-9	4	-2	2
N#CCSCC(=O)Nc1ccc(Cl)cc1	-17	1	-1.2	99	2	8	-7	6	-6	2
Nc1ccc(OCc2ccccc2)cc1[N+](=O)[O-]	8	2	-1.3	98	3	-9	-6	-10	-6	3
Cc1ccc(-c2ccc(SCC(=O)Nc3nonc3C)nn2)cc1	-3	0	-2.1	94	-2	-1	-3	-10	-8	-4
